PfGluPho inh: PfG6PD (Plasmodium falciparum) enzyme inhibition; PfGluPho enzyme, NADPH resazurin-diaphorase fluorescence; inhibition, % at 20 µM; 0.78% of 350,000 active;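 active means inhibition reaching at least a set limit at 20 µM in the primary screen, cut at about 59% in these data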;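 further: 0% = DMSO wells with substrate and 100% = DMSO wells lacking glucose-6-phosphate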
ATG4B inhibitor: inhibitors of human ATG4B cysteine protease | ATG4B cleavage of LC3-PLA2, NBD-HPC fluorescence, 1 h | AID 504462 | Q9Y4P1 | 0.51% of 340,000 active | inhibition, % at 8.33 µM; in the data active means inhibition above about 40%
SENP6 inh: inhibitors of human SENP6 protease; Q9GZR1; Recombinant SENP6 catalytic domain, aminoluciferin luminescence; inhibition, % at 10 µM; 1.8% of 330,000 active;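 active means inhibition above about 50% at the single tested dose, limit read from the data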;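 further: plate controls were DMSO wells with enzyme for no effect and DMSO wells lacking enzyme for full effect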
Target sequence (Q9GZR1 628-1112 limits assumed): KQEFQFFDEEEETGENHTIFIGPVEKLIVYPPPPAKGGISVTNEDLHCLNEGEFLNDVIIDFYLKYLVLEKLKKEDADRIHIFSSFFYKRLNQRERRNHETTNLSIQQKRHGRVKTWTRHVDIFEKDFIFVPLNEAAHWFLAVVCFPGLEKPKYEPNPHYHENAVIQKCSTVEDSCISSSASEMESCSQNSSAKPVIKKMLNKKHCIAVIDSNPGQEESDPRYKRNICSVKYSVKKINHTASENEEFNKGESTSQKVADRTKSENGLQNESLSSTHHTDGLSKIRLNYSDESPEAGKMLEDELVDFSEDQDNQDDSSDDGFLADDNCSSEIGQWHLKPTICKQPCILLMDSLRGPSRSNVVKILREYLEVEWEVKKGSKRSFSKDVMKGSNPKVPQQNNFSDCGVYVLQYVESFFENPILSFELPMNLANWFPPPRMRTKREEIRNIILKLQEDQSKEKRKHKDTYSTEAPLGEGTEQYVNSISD
SENP8 block: blocks human SENP8 cleavage of Nedd8 substrate | Q96LD8 | recombinant SENP8, Nedd8 substrate fluorescence | inhibition, % at 20 µM | 0.64% of 360,000 active; in the data active means inhibition mostly above about 40%, no sharp cut-off; inactive means mostly below about 27%
Target sequence (Q96LD8 whole entry, looked up): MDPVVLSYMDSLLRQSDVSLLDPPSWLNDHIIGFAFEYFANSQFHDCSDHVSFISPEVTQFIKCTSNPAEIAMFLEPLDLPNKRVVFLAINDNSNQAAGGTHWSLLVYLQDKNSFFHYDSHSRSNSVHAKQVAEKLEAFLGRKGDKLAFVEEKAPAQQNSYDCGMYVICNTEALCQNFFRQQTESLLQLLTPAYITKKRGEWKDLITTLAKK
NR3A LBD binder: modulates the human NR3A ligand-binding domain | NR3A LBD differential scanning fluorimetry, Tm shift; 0% = protein alone, 100% = glycine-bound protein | AID 1259313 | Tm shift relative to glycine control, % at 25 µM | 2.5% of 340,000 active;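 active means melting temperature shift of at least 10% of the positive control shift, at one fixed dose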
SENP7 block: SENP7 protease inhibition | 1.5% of 330,000 active | inhibition, % at 5 µM | Q9BQF6 | recombinant SENP7, Z-RLRGG-aminoluciferin luminescence, 40 min;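 active means inhibition above about 50% at the single test dose, limit read from the data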;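 further: plate controls were DMSO with enzyme for no effect and no enzyme buffer wells for full effect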
Target sequence (Q9BQF6 706-1050 limits assumed): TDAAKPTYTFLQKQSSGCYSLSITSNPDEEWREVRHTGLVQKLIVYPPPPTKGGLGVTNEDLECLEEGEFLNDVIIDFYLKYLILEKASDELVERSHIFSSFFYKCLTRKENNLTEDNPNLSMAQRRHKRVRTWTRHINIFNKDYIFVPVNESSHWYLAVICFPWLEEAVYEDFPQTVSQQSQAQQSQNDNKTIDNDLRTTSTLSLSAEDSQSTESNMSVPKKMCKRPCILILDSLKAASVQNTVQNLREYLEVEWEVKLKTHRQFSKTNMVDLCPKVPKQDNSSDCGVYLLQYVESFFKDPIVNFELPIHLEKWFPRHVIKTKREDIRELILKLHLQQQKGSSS
HKDC1 inhibitor: HKDC1 (human) hexokinase inhibition; inhibition, % at 20 µM; Q2TB90; recombinant HKDC1, G6PDH/diaphorase resazurin coupled fluorescence; 0.16% of 340,000 active;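 active means inhibition above about 35% when tested at 20 µM, limit read from the data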;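 further: plate controls were DMSO wells with enzyme for no effect and DMSO wells lacking enzyme for full effect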
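Assay system – recombinant HKDC1 (HK5) hexokinase enzyme, produced in-house · Input – HKDC1 at 5 µg/mL · Reagent – glucose plus 1 mM ATP as hexokinase substrates · Timing – 90 min reaction incubation at room temperature, dark · Measured by – G6PDH/diaphorase-coupled fluorescence, 1 mM NADP, 100 µM resazurin, 525/613 nm · Benchmarks – DMSO-enzyme wells negative, buffer-substituted wells positive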
MPTP block: blocks calcium-induced mitochondrial swelling; isolated mouse mitochondria, Ca2+ swelling absorbance, 30 min; inhibition, % at 10 µM; 1.4% of 360,000 active;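 active means inhibition of 50% or more, scaled per plate between neutral and stimulator controls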;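 further: 0% = DMSO wells given calcium and 100% = 1 mM EGTA wells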
* marks the source's active call; other numbers are inactive results; i = inactive; . = no result given.

SMILES	PfGluPho inh	ATG4B inhibitor	SENP6 inh	SENP8 block	NR3A LBD binder	SENP7 block	HKDC1 inhibitor	MPTP block
O=C(NC(=S)Nc1ccccc1N1CCCC1)c1cccs1	16.3	7.3	27.2	33.5	-2.8	-2.9	-1.7	0.4
O=C(NC1CCCC1)C(c1cccnc1)N(Cc1ccccc1F)C(=O)c1csnn1 (configuration not stated)	0.6	-4.2	-3.6	7.8	-0.3	1.5	-4.5	-0.3
Cc1cc(N2CCN(C)CC2)nc2ccc(NC(=O)c3ccc(Br)o3)cc12	9.9	-14.9	1.4	-33.2	0.0	-6.1	-0.5	0.0
COc1cccc(NC(=O)c2cc([N+](=O)[O-])ccc2NCc2cccnc2)c1	18.8	-23.5	-14.2	9.9	0.5	-1.7	20.4	2.9
Cc1ccc(C(c2nnnn2CC2CCCO2)N2CCN(C)CC2)cc1 (configuration not stated)	0.5	-4.5	1.2	6.2	-0.6	3.9	0.5	-1.6
COc1ccc(-c2c(C#Cc3ccsc3)c3cc(-c4ccc5cc[nH]c5c4)ccc3n2C)cc1	-6.5	8.5	-4.9	-486.2	11.8*	-7.3	-2.3	-0.1
CS(=O)(=O)Nc1cc2c3c(c1)CCC(=O)N3CCC2	0.8	-0.6	-12.7	8.9	-1.1	-19.7	2.1	0.5
CN(C)c1ccc(/C=N/NC(=O)c2ccccc2O)o1	-2.0	-7.9	-10.9	-21.5	-1.3	3.8	-8.9	-1.3
Cc1cc(C(=O)NC2CCCCC2C)c2ccccc2n1 (configuration not stated)	-9.7	0.5	2.4	3.7	-27.4	17.0	-7.3	-1.3
COc1ccc(NS(=O)(=O)c2cccc(C(=O)NCC(c3ccco3)N3CCCCC3)c2)cc1 (configuration not stated)	-4.4	-11.6	-3.0	7.3	3.4	-3.6	2.3	1.2
O=C(O)c1cccc(NC(=O)c2cn(-c3ccccc3)nc2-c2ccc(F)cc2)c1	-23.5	2.9	-6.5	8.0	0.7	-5.5	-4.7	0.5
O=C(O)c1cn[nH]c1-n1cnnn1	-8.7	-0.9	0.1	6.3	-1.3	7.5	-1.9	1.6
N#CC1=C(SCc2ccccc2)NC2=C(C(=O)CCC2)C1c1ccc2c(c1)OCO2 (configuration not stated)	15.1	-3.4	0.5	8.4	0.9	-2.9	6.2	-0.9
CCC(C)(C)n1nnnc1C(c1ccc(C)cc1)N(Cc1ccco1)Cc1cccs1 (configuration not stated)	7.4	2.8	-6.1	16.6	2.1	-1.5	1.4	0.5
Cc1cccc(CCNC(=O)Cn2ncc3c([nH]c4ccccc43)c2=O)c1	0.7	6.6	-13.3	-11.3	1.2	1.2	-4.2	-3.5
O=C(Nc1ccc(C(=O)N2CCCCC2)cc1)Nc1cccc(Cl)c1	16.1	-4.1	66.7*	8.3	13.4*	72.8*	2.6	17.4
CCCC(NC(=O)C(C)Sc1nnnn1C1CC1)c1ccccc1 (configuration not stated)	-20.6	8.8	2.9	5.6	0.4	5.1	-1.9	-0.6
COC(=O)C1C(=O)c2c(n[nH]c2C)CC1(C)C (configuration not stated)	-6.8	-8.4	4.4	6.6	-1.3	7.2	-7.7	0.0
CCOC(=O)CC(NC(=O)c1cccc2c1C(=O)N(Cc1cccnc1)C2)c1ccc(OCC)c(OC)c1 (configuration not stated)	-3.2	3.3	-17.5	8.4	-21.9	-2.6	-4.4	0.8
COc1ccc(C2c3ccc(O)cc3Oc3ncn(CCN4CCOCC4)c(=N)c32)cc1 (configuration not stated)	-8.3	-5.0	-0.4	11.7	-2.5	-6.8	-2.1	0.1
Cc1cccc(OCC(=O)Nc2cccc3nsnc23)c1	-2.0	-0.6	-31.2	-291.1	2.9	-7.0	-4.3	0.1
COc1ccccc1C(=O)C1CCCN(C(=O)C2=CC(=O)CC(C)(C)O2)C1 (configuration not stated)	9.8	10.8	14.6	1.6	-2.6	7.3	-4.0	-0.3
CCc1nnc(NC(=O)CSc2nnc(Cc3cccn3C)n2CCOC)s1	-5.8	-3.0	-0.3	3.9	5.4	4.2	1.5	0.7
Cc1n[nH]c(=S)n1/N=C/c1ccc(-c2ccccc2[N+](=O)[O-])o1	16.9	4.2	29.4	-22.8	7.0	-10.3	-2.3	-1.4
O=C(OCc1nnc(-c2ccccc2)o1)c1cc(=O)c2ccccc2o1	4.9	-6.4	7.4	-4.0	9.0	-6.0	-3.9	7.4
CCN(CC)C(=O)Cn1cc(S(=O)(=O)CC(=O)Nc2ccccc2F)c2ccccc21	-11.2	0.1	-15.7	-7.0	0.3	-2.9	13.6	1.5
CSc1ncccc1C(=O)NCc1nnc2ccccn12	-11.4	1.4	-9.0	13.0	2.0	2.6	-1.6	1.6
COc1ccc(N(CC(=O)Nc2cccc(N(C)S(C)(=O)=O)c2)S(=O)(=O)c2ccc(F)cc2)cc1	-2.5	-0.2	7.9	15.2	0.8	5.5	6.0	0.7
CCN(Cc1cn2cccnc2n1)C1CCCCC1	5.8	-4.4	-8.0	-430.1	-0.2	-5.0	-8.4	-0.6
O=C(NOC(=O)c1ccccc1Cl)c1cccs1	5.5	-9.4	11.0	9.4	2.5	1.4	1.3	0.5
CCc1ccc(OCC(=O)Nc2ccncc2)cc1	-44.5	-4.5	-13.6	11.9	2.7	-0.8	-0.9	63.0*
CCOC(=O)C(=CNc1cc(C)ccc1[N+](=O)[O-])C(=O)OCC	-9.8	1.7	-14.1	21.0	2.0	-5.4	-0.8	4.7
CSc1ccc(CN2C(=O)NC3(CCCCC3)C2=O)cc1	-13.6	1.5	-2.0	2.7	2.4	2.2	-5.0	-2.4
COc1ccc(CNC(=O)C(c2ccc(C)cc2)N(Cc2cccs2)C(=O)c2ccc3c(c2)OCCO3)cc1 (configuration not stated)	-13.7	0.6	-47.1	5.6	-0.5	-16.3	-4.3	1.2
COC(=O)c1c(-c2ccsc2)oc2ccc(-c3cc(OC)c(OC)c(OC)c3)cc12	3.2	-4.4	-35.8	i	14.2*	-7.9	0.3	0.9
C/C(=N\NC(=O)c1ccc(C(=O)N/N=C(\C)c2ccco2)o1)c1ccco1	6.0	3.9	-9.8	-14.7	-0.3	-10.8	-6.0	-0.9
Cc1ccccc1NC(=O)c1cn(-c2ccccc2)nc1-c1ccccc1	21.3	-1.8	2.2	7.1	-4.4	-0.5	-6.0	3.9
CCOC(=O)c1c(CSC(=N)N)n(C)c2cc(Br)c(OC(C)=O)cc12	9.2	12.2	-6.2	20.6	1.2	-0.6	1.6	-0.4
Cc1ccc(N2CCN(C(=O)CN3C(=O)c4ccccc4C3=O)CC2)cc1	-3.8	-5.3	-3.6	17.5	2.7	-1.4	-2.4	-1.9
CCOC(=O)c1[nH]c(C)c(C(=O)Nc2ccc(C)c(Cl)c2)c1C	14.4	-3.6	-7.1	12.9	-4.2	-3.2	-3.2	-1.4

Shown bar-delimited: three of the compounds above.
molecule | PfGluPho inh | ATG4B inhibitor | SENP6 inh | SENP8 block | NR3A LBD binder | SENP7 block | HKDC1 inhibitor | MPTP block
C/C(=N\NC(=O)c1ccc(C(=O)N/N=C(\C)c2ccco2)o1)c1ccco1 | 6.0 | 3.9 | -9.8 | -14.7 | -0.3 | -10.8 | -6.0 | -0.9
CCc1ccc(OCC(=O)Nc2ccncc2)cc1 | -44.5 | -4.5 | -13.6 | 11.9 | 2.7 | -0.8 | -0.9 | 63.0*
COc1ccc(CNC(=O)C(c2ccc(C)cc2)N(Cc2cccs2)C(=O)c2ccc3c(c2)OCCO3)cc1 (configuration not stated) | -13.7 | 0.6 | -47.1 | 5.6 | -0.5 | -16.3 | -4.3 | 1.2

SENP6 inh, hit marks shown above.
mol,PfGluPho inh,ATG4B inhibitor,SENP6 inh,NR3A LBD binder,SENP7 block,HKDC1 inhibitor,MPTP block
O=C(Nc1ccc(C(=O)N2CCCCC2)cc1)Nc1cccc(Cl)c1,16.1,-4.1,66.7*,13.4*,72.8*,2.6,17.4

(cont.)
SMILES	PfGluPho inh	ATG4B inhibitor	SENP6 inh	SENP8 block	NR3A LBD binder	SENP7 block	HKDC1 inhibitor	MPTP block
NCc1ccccc1	1.9	-0.6	-17.9	0.7	-0.8	-1.1	-0.8	-3.9
COCCn1c(SCC(=O)Nc2cccc(F)c2)nc2c(c1=O)SCC2	-4.3	-9.0	5.1	6.3	0.6	-7.4	-4.2	-2.4
COc1ccc(C(=O)Cn2c(NCCO)nc3ccccc32)cc1	-4.7	-7.0	-10.5	15.9	1.8	-1.9	-5.9	-0.2
CC(C)C[C@H](NC(=O)[C@@H](Cc1ccccc1)n1c(=O)[nH]c2ccccc2c1=O)C(=O)N[C@@H](Cc1ccccc1)C(=O)O	1.7	-24.0	5.3	30.9	-3.2	-4.6	1.5	1.5
COc1cccc(NC(=O)CN(C)C(=O)CN2C(=O)NC3(CCCC3)C2=O)c1	0.0	-8.4	-6.8	11.3	14.4*	-3.5	-4.2	-3.0
CCC(C)NC(=O)C1CCC(=O)N1Cc1ccc(C)cc1 (configuration not stated)	-8.3	-2.7	-16.7	23.5	0.0	-13.2	-5.2	-0.6
O=C(/C=C1\SC(=O)NC1=O)Nc1ccc(F)cc1	3.2	-3.6	-40.7	16.2	-4.5	-8.4	-0.2	-0.7
CC1CCCCC1NC(=O)CCCn1c(=S)[nH]c2ccsc2c1=O (configuration not stated)	19.1	-0.8	-14.3	13.7	1.4	-5.2	0.8	-0.2
CCCCCCCSc1nc(N)cc(=O)[nH]1	-8.3	-7.7	-2.4	5.8	-6.6	5.5	-7.9	4.7
CC1Cc2cc(/C(O)=C3\C(=O)C(=O)N(Cc4ccncc4)C3c3ccccc3F)ccc2O1 (configuration not stated)	-30.3	7.6	-22.3	-61.0	-2.6	-11.1	-0.6	-0.8
O=C(COC(=O)c1ccc(O)cc1O)Nc1cccc2ccccc12	-1.4	-5.1	14.4	4.2	-2.2	0.5	0.5	0.7
Cn1cccc1Cc1nnc(SCC(=O)NCc2ccccc2)n1-c1ccc(F)cc1	23.6	-2.4	-0.2	-19.1	2.2	-8.7	-6.1	-4.0
Cc1cccc(C(=O)Nc2nnc(SCC(=O)NCc3ccco3)s2)c1	23.0	-1.8	14.5	-41.8	0.9	2.4	-6.0	1.5
CCC(=O)Nc1nn(CC(C)C)c2nc3ccc(C)cc3cc12	6.2	-2.0	-1.4	-291.4	-0.5	4.7	-1.6	0.5
Cc1ccsc1/C=N\Nc1cn[nH]c(=O)c1Cl	17.4	-0.8	-7.0	-197.1	-0.2	-8.2	-11.9	-0.4
O=S(=O)(Nc1ccc(-n2cccc2)cc1)c1ccc(F)cc1	-3.6	-2.1	19.4	10.9	-10.4	1.5	-6.7	2.1
Cc1nn(CC(=O)Nc2ccc(N3CCOCC3)cc2)c(C)c1Cl	7.2	-2.5	-1.5	7.2	2.3	-0.7	-1.5	2.2
CCn1c(C)nc2cc(C(=O)NNC(=S)Nc3ccc(C)cc3)ccc21	1.2	-8.4	0.5	20.5	-0.9	1.5	-4.5	0.2
O=C(Nc1ccccc1)Nc1ccccc1	5.2	0.4	.	14.8	7.2	.	8.8	-0.4
O=C(C1CCN(S(=O)(=O)c2cccnc2)CC1)N1CCN(C2CCCC2)CC1	8.1	-2.3	-7.8	10.3	-1.5	-6.3	7.4	-0.5
O=C(O)CN1CCN(C(c2ccccc2)c2ccccc2)CC1	-12.0	9.9	-11.9	15.3	1.7	-7.1	-4.2	0.5
O=C(OCCN1CCOCC1)c1ccc(Cl)cc1Cl	-4.5	-6.9	6.1	24.8	0.4	0.9	7.3	1.2

Assay outcomes deposited in PubChem by Sanford-Burnham Center for Chemical Genomics.
